Source: PubChem BioAssay (several laboratories)
Glyco luc inh: N-linked glycosylation inhibition | actives 0.23% (n = 360,000) | reporter increase, % at 12.5 µM | D54 ERlucT glycosylation luciferase reporter, 24 h; percent of 100 nM tunicamycin response;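 active means mean luciferase reporter signal, scaled so untreated is 0 and the glycosylation-blocking control 100, at or above a set limit in every replicate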;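 further: luciferase carries N-glycosylation sites so blocking glycosylation raises the light; 0% = median of neutral control wells and 100% = median of 100 nM tunicamycin wells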
Vif inh: blocks HIV Vif function | HEK293T cells, Vif self-association by quenched fluorescence, imaging, 24 h | actives 0.35% (n = 340,000) | AID 602346 | inhibition, % at 7.49 µM; in the data active means inhibition above about 50%, passing the limit was not always enough; further: some results filed as inactive read as strong as hits
H9c2 protect: myocardial damage modulation in H9c2 cells; H9c2 cardiomyocytes, H2O2 injury protection, ATPLite, 2 h; actives 0.63% (n = 360,000); protection from H2O2 cell death, % at 20 µM;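 active means compounds giving at least 50% protection of heart cells from peroxide-induced death in the single-dose screen, raw or plate-pattern-corrected value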;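 further: 0% = DMSO wells with peroxide and 100% = DMSO wells without peroxide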
ABCB6 inh 2: blocks the human ABCB6 transporter; Q9NP58; K562-ABCB6 porphyrin accumulation, flow cytometry, 1 h; stronger effect = lower value; fluorescence ratio to DMSO, % at 10 µM; actives 0.19% (n = 360,000);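 active means fluorescence ratio to DMSO below 75%, the collection mean minus 3 SD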;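 further: signal is porphyrin accumulated inside mitochondria; 100% equals median channel fluorescence of DMSO control wells; lower ratio means ABCB6 inhibition with less porphyrin fluorescence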
hiPSC survival: increases survival of single human iPS cells | actives 0.044% (n = 360,000) | AID 602274 | survival enhancement, % at 20 µM | hiPSC single-cell survival, ATPlite luminescence; 100% = ROCK inhibitor wells, 0% = DMSO; in the data active means survival enhancement above about 18%;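 further: cells exposed to compounds for 16 hours before the ATP read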
aDG glyco act: increases alpha dystroglycan glycosylation; Pro5-aDG cells, alpha-DG glycosylation AlphaScreen (IIH6); 0% Pro5, 100% B10-LARGE cell signal; activation, % at 10 µM; actives 0.22% (n = 360,000); AID 624168;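 active means activation of at least 8% versus controls, or a plate z-score of at least 8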;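 further: Pro5 are CHO cells carrying HIG-tagged alpha-DG that lacks glycosylation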
HTR2A ag: mouse HTR2A agonism via beta-arrestin recruitment; P35363; CHO-K1 mHTR2A beta-arrestin complementation, luminescence; percent of 30 µM serotonin response; actives 0.66% (n = 360,000); activation, % at 7.6 µM;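 active means activation above a run cutoff, the mean activation of all tested compounds plus 3 SD, cut at about 14% in these data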;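 further: 0% = plate median of compound wells and 100% = 30 µM serotonin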
Target sequence (P35363 whole entry, looked up): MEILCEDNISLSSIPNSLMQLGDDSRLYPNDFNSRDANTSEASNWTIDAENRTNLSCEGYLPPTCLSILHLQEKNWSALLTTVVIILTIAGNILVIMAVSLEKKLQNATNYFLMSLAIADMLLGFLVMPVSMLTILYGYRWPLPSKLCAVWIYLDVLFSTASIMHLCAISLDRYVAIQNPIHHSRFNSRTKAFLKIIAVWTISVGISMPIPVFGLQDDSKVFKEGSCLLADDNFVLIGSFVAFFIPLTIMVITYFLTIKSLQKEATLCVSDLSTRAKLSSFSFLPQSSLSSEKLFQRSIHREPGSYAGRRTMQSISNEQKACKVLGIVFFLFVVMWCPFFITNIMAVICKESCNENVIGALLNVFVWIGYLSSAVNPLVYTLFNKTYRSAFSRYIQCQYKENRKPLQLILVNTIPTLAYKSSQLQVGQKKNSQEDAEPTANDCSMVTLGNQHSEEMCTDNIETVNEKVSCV
PDI turbidity: blocks human protein disulfide isomerase activity | actives 0.052% (n = 350,000) | P07237 | inhibition, % at 10 µM | AID 588391 | PDI insulin aggregation turbidity, A650, 90 min;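 active means mean inhibition across replicates of 30% or more, whatever share of single replicates reach that level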;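 further: absorbance from insulin aggregation driven by PDI reduction with DTT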
Target sequence (P07237 whole entry, looked up): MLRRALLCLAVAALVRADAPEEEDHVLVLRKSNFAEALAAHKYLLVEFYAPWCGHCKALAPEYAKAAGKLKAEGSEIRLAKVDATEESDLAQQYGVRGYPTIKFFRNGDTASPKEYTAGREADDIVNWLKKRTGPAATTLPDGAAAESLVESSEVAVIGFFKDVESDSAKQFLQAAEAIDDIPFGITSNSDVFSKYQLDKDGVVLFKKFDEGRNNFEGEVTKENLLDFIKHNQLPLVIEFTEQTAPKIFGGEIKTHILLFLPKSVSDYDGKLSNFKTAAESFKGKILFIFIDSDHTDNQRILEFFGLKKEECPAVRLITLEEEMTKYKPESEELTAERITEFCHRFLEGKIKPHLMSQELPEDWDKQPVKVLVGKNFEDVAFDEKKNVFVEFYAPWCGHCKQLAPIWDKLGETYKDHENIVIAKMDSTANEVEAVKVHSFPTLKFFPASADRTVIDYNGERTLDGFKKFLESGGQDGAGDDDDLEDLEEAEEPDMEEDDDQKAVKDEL
Granule exo inh: lytic granule exocytosis inhibition | TALL-104 LAMP-1 surface exposure, flow cytometry; cells stimulated with thapsigargin and PMA | inhibition, % at 10 µM | actives 0.66% (n = 360,000);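 active means inhibition above about 55%, limit read from the data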
CaV13 FRET inh: Primary screen for inhibitors of IQ motif and Ca2+-dependent inactivation inhibitor domain binding in CACNA1D, Förster resonance energy transfer in living cells, …; inhibition, % at 12.3 µM; AID 743397; HEK cells, CFP/YFP FRET ICDI-IQ, plate reader, 10 min; percent FRET-ratio fall versus neutral wells; actives 0.098% (n = 340,000);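 active means mean replicate inhibition of at least 30% and at least 1% of replicates passing that level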;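 further: 0% = median of the neutral control wells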
Active calls of the source: *; . = not tested or not shown.

SMILES	Glyco luc inh	Vif inh	H9c2 protect	ABCB6 inh 2	hiPSC survival	aDG glyco act	HTR2A ag	PDI turbidity	Granule exo inh	CaV13 FRET inh
Cc1ccc(OCc2n[nH]c(=S)n2N)cc1C	0	-1	-1	100	-0.3	-0.1	2	9	2	2
N#CC1=C(N)Oc2nc[nH]c(=O)c2C1c1cccs1 (stereo not given)	2	-1	-2	105	-0.4	-0.2	1	-6	0	-5
O=C(CC1CCC1)NC(c1ccccc1)c1ccccc1	0	-4	-3	93	0.9	-0.1	-4	1	2	-6
COc1ccc(N=C(C)C2=C(O)COC2=O)cc1	2	8	4	91	2.4	-0.1	5	-1	-2	-2
CC(=O)Nc1ccc(OCC(O)CN2CCN(S(=O)(=O)c3ccc(NC(C)=O)cc3)CC2)cc1 (stereo not given)	0	1	0	102	-0.7	-0.1	2	1	0	-8
O=C1[C@H]2[C@H](C=CC[C@H]2C(=O)N2CCN(c3ccccc3)CC2)CCN1Cc1ccc(Cl)c(Cl)c1	2	-1	3	96	3.6	1.0	1	-3	-2	-9
COc1ccc(C(=O)NNC2CC(=O)N(Cc3ccccc3)C2=O)cc1OC (stereo not given)	0	8	-5	98	-0.5	2.0	1	0	2	-4
c1cncc(-c2nnc(SCc3nc4ccccc4[nH]3)o2)c1	-4	3	0	95	3.3	0.0	-5	-2	1	-4
COCCNc1ccc([N+](=O)[O-])cc1C(=O)NC1CCCc2ccccc21 (stereo not given)	-5	-3	0	90	-0.5	-0.2	-6	8	-13	-5
COc1ccc(NC(=O)C2=NNC(=O)CC2)cc1S(=O)(=O)N1CCCCC1	-1	4	0	96	0.3	-0.1	0	0	1	-2
CCOC(=O)Cn1nnnc1C(CC)N(Cc1ccccc1)Cc1cc2cc(C)ccc2[nH]c1=O (stereo not given)	3	2	15	99	2.3	0.3	-2	5	-1	-8
Cn1cc(C(=O)C(=O)NCCc2ccccc2)c2ccccc21	3	1	-5	95	-0.1	-0.1	-3	-6	-3	-6
Cc1cc(C(=O)COC(=O)CNC(=O)c2ccc(F)cc2)c(C)n1Cc1ccco1	-8	-10	-1	103	0.5	-0.2	1	-12	0	-6
COc1cc(C2c3[nH]c4ccccc4c3C[C@H]3C(=O)N(C4CC4)CC(=O)N23)ccc1OC(C)C (stereo not given in full)	1	-4	-1	95	0.3	-0.1	4	6	-8	-2
CC1CCN(CCCN2C(=O)C3C(C(=O)Nc4ccc(Cl)cc4)C4C=CC3(O4)C2C(=O)NC2CCCCC2)CC1 (stereo not given)	0	30	-4	91	-0.3	0.1	-4	-8	15	-2
Cc1cccc(NC(=O)c2cc(-c3ccc(C)c(C)c3O)n[nH]2)c1	4	9	-8	95	0.2	0.0	3	-4	3	-13
C=CCOc1ccc(/C=C(\C#N)C(=O)Nc2ccccn2)cc1	3	-5	-6	102	2.5	-0.1	0	13	-2	-1
Cc1cc(C)n2nc(S(=O)(=O)NC3CCCCC3)nc2n1	2	13	12	106	0.4	0.0	-1	.	-2	-3
Cc1ccc(C)c(N2N=C(C(=O)NCCN3C(=O)S/C(=C\c4cccnc4)C3=O)CCC2=O)c1	2	-1	5	101	-0.4	0.4	3	-4	-4	-3
Cc1ccc(OCc2cc(C(=O)NC(C)Cc3cccc(C)n3)no2)cn1 (stereo not given)	-2	-4	-10	93	-0.5	0.3	7	-5	0	-3
CC(NC(=O)CNC(=O)c1ccco1)c1ccc(S(N)(=O)=O)cc1 (stereo not given)	1	-4	1	95	-0.5	0.0	3	-14	0	-4
CCN(CC)S(=O)(=O)c1ccc(F)c(C(=O)NCCC(C)C)c1	-2	-8	-8	85	-2.0	0.2	-2	-6	-1	-5
COc1ccccc1-c1nnc(NC(=O)c2ccc3c(c2)OCO3)s1	14	3	-15	105	-1.8	-0.7	-4	1	0	6
O=C(Nc1nccs1)c1ccc(Cl)c([N+](=O)[O-])c1	-5	-3	2	98	-0.1	0.3	-4	-14	1	-22
O=C(NC(=S)N1CCCCC1)c1cccs1	3	9	3	103	3.6	-0.1	-3	-15	-3	-5
CNC(=O)c1c(NC(=O)c2ccc(N3C(=O)CCC3=O)cc2)sc2c1CCCC2	-1	2	27	105	2.5	0.3	1	.	3	-6
O=C(O)c1ccccc1N=N/C(=N/Nc1cc(S(=O)(=O)O)ccc1O)c1ccccc1	-2	.	2	102	-1.4	-0.3	-2	-5	-8	-2
Nc1nsc2ccccc12	-7	0	22	100	-5.4	0.0	-10	1	2	-7
CCCCCCCCCCCCCCCC[N+](C)(C)CC	-15	-3	-41	103	-3.5	1.5	-4	13	2	-5
Cc1ncc([N+](=O)[O-])n1CC(=O)Nc1ccc(F)c(Cl)c1	2	-10	1	96	0.3	0.0	11	4	6	-21

Structural class: those above containing a thiophene ring, fused or not
SMILES	Glyco luc inh	Vif inh	H9c2 protect	ABCB6 inh 2	hiPSC survival	aDG glyco act	HTR2A ag	PDI turbidity	Granule exo inh	CaV13 FRET inh
N#CC1=C(N)Oc2nc[nH]c(=O)c2C1c1cccs1 (stereo not given)	2	-1	-2	105	-0.4	-0.2	1	-6	0	-5
O=C(NC(=S)N1CCCCC1)c1cccs1	3	9	3	103	3.6	-0.1	-3	-15	-3	-5
CNC(=O)c1c(NC(=O)c2ccc(N3C(=O)CCC3=O)cc2)sc2c1CCCC2	-1	2	27	105	2.5	0.3	1	.	3	-6

Next entries.
SMILES	Glyco luc inh	Vif inh	H9c2 protect	ABCB6 inh 2	hiPSC survival	aDG glyco act	HTR2A ag	PDI turbidity	Granule exo inh	CaV13 FRET inh
COc1ccc2c(CC(=O)OCC(=O)Nc3ccc(S(N)(=O)=O)cc3)coc2c1	1	-14	-2	100	-0.5	0.0	1	-2	2	8
CCOc1ccccc1N1CC(C(=O)NNC(=O)c2ccc(F)cc2)CC1=O (stereo not given)	1	-14	2	98	-0.4	0.7	-5	14	1	-3
CCCNC(=O)C1(C)CCCN(Cc2cccc(C#N)c2)C1 (stereo not given)	-7	-9	8	104	-1.3	-0.1	8	7	-1	-6
O=C(COC(=O)c1ccc(Cl)c(S(=O)(=O)N2CCN(c3ccc(F)cc3)CC2)c1)Nc1cccc(Cl)c1	2	-7	2	93	0.1	-0.2	-3	5	-2	-4
COc1cc(OC)cc(C(=O)NCc2nc(-c3ccccc3)no2)c1	1	-3	-4	100	-1.0	0.1	3	-3	-4	-8
CCN(CC)CCNc1nc(-c2ccco2)c2c(c1C#N)CC(C)(C)OC2	2	-9	6	94	-1.6	-0.1	1	-7	8	-9
O=C(O)c1ccccc1C(=O)NCC(O)COCC1CC=CCC1 (stereo not given)	2	-4	2	96	28*	0.1	3	-1	-6	.
C=CCn1c(=N)n(CC(=O)c2ccc(Br)s2)c2ccccc21	-3	-17	-6	101	-1.7	5.1	-3	7	12	-5
CC1Oc2ccccc2N(Cc2ccc(F)cc2)C1=O (stereo not given)	-2	.	-4	97	0.3	0.1	4	-3	5	-12
O=C(N[C@@H](Cc1c[nH]c2ccccc12)C(=O)O)C1CCN(S(=O)(=O)c2cccs2)CC1	1	-4	-2	95	0.0	0.0	9	-4	-12	-3
Cn1c(CNC(=O)CCNC(=O)c2cccc(Cl)c2)cc(=O)n(C)c1=O	-1	-3	-2	104	-0.5	-0.1	4	6	-5	-4
COc1ccc(N/N=C(/C(N)=O)C2=NC(C)(C)Cc3ccccc32)cc1	-4	-1	-4	89	-0.4	-0.5	-3	7	5	-19
CCOC(=O)c1csc(-c2ccc3c(c2)CCO3)n1	-3	1	-10	97	1.1	0.0	-2	9	0	20
CCOC(=O)N1CCN(C(=O)c2ccccc2NC(C)=O)CC1	0	14	-11	89	-1.2	-0.3	-1	-5	-2	-17
O=C(CCCN1C(=O)/C(=C/c2cccs2)SC1=S)Nc1cccnc1	-1	-8	-4	97	1.3	0.1	0	-6	0	-2
COc1ccccc1-n1cnc2c(c1=O)c1nc3ccccc3nc1n2-c1ccc(C)c(C)c1	-6	-26	10	103	0.9	-0.2	2	6	7	6
Cc1ccc2cc(C#N)c(NCCNC(=S)NCCCN3CCOCC3)nc2c1	1	8	1	96	0.6	-0.3	-2	-2	-2	-2
Nc1cc(N)nc(SCC(=O)NC(=O)NC2CCCC2)n1	3	27	5	102	0.0	0.0	5	-5	0	-5
Cc1cc(C(=O)Nc2cccc(C(=O)O)c2)c(C)o1	0	2	4	102	2.6	-0.1	2	-5	-2	-5
O=C(Nc1cc(C(F)(F)F)ccc1Cl)c1cccnc1	1	-5	3	96	-0.6	-0.1	-3	-1	2	-2
O=C(COc1ccccc1[N+](=O)[O-])N/N=C/c1cccc(OC(=O)c2ccc3c(c2)OCO3)c1	0	3	9	96	-0.2	1.8	-1	-5	4	-3
COc1cc(C(=O)NCC(=O)NCCN2C(=O)S/C(=C\c3ccccc3Cl)C2=O)cc(OC)c1OC	19	-2	3	98	-0.5	0.0	4	4	-2	-1
COc1ccc(C(=O)N2CCCC2)cc1S(=O)(=O)N1CCOCC1	1	0	-2	102	-1.8	0.0	1	3	-4	-8
COCCNC(=O)C1(C)CCCN(Cc2ccc(-c3ccccn3)cc2)C1 (stereo not given)	0	0	-1	102	2.7	0.0	2	4	-1	-7
O=C(Nc1ccc(F)c(F)c1)c1ccc(-n2cncn2)c([N+](=O)[O-])c1	-1	2	-6	93	-0.3	0.2	-3	13	-7	-6
Cc1ccc(N2C(=O)CS(=O)(=O)CC2=O)cc1	1	6	-5	90	0.3	-0.3	-2	2	0	-7
CC1=C(C)C(=O)OC(C(C)C2CCC3C4CC=C5CC(OC6OC(COC7OC(CO)C(O)C(O)C7O)C(O)C(O)C6O)CC(O)C5(C)C4CCC23C)C1 (stereo not given)	-3	-4	8	99	-2.6	-0.1	5	.	-3	.
COc1ccc(CCN2CC(O)=C(c3nc4ccccc4c(=O)[nH]3)C2=N)cc1OC	1	-6	36	97	-0.6	-0.1	0	2	-4	-3
C=CCN1C2CCCC1CC(NC(=O)Nc1cccc(C(C)=O)c1)C2 (stereo not given)	3	8	2	106	-0.8	-0.3	1	-3	0	-4
CCCCCCNC(=O)c1c(O)c2ccccc2[nH]c1=O	-1	1	-10	105	-5.0	-0.1	-1	-5	1	-4
COc1ccc(NC(=O)CCCCCN2C(=O)c3cccc([N+](=O)[O-])c3C2=O)c(OC)c1	1	5	2	97	1.0	-0.1	1	-1	1	-2
COc1ccc2cc(C(N)=O)c(=Nc3ccccc3)oc2c1	-14	-18	-16	96	-1.1	-0.6	-3	10	2	19
Cc1ccsc1C(=O)OCC(=O)Nc1cccc(S(=O)(=O)N2CCCCC2)c1	0	4	-12	100	2.6	0.0	5	0	1	-6
Cn1c(=O)c2c(nc(CN3CCc4ccccc4C3)n2Cc2ccc(F)cc2)n(C)c1=O	3	1	31	101	1.2	-0.1	1	-3	-3	-8
Cc1ccc(SC[C@H](c2ccccc2)N2CCN(CCc3ccccc3)CCC2=O)cc1	-2	5	-6	94	-4.4	0.0	-8	3	59*	-5
O=C(Nc1ccccc1Cl)C1Cc2ccccc2O/C1=N\O (stereo not given)	-2	-11	-8	94	0.7	0.0	2	-7	1	-4
O=C(CCN1CCN(C/C=C/c2ccccc2)CC1)Nc1cccc(F)c1	-3	21	-3	100	-1.7	0.0	1	0	1	1
